GalR3 antagonist – antagonists of human GalR3; O60755; HEK293 GalR3-CNG cAMP membrane potential fluorescence; galR3 body fused to GalR1 C-terminus; inhibition, % at 3 µM; 360,000 tested, 0.44% active; AID 651719;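 active = inhibition above the screen-wide average plus 3 SD, cut at about 13% in these data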;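 note: forskolin and galanin both at EC90 stimulate the cells; cAMP rise reported by CNG channel membrane potential dye signal; 0% = forskolin plus galanin with DMSO and 100% = forskolin alone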
Target sequence (O60755 1-299 limits assumed): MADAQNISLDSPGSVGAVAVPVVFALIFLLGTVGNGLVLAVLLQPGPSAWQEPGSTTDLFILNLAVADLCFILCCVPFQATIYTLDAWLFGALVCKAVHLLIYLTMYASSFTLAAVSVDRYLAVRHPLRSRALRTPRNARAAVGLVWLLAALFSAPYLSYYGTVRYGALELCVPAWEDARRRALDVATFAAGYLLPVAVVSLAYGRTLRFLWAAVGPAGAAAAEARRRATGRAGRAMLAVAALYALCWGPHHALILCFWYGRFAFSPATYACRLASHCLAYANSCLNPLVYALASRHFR
IDE cell inh – inhibits human insulin-degrading enzyme in HEK cells | inhibition, % at 5.59 µM | AID 434962 | FAbetaB cleavage, fluorescence polarization | 320,000 tested, 0.41% active;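 active = percent inhibition above the average of all tested compounds plus 3 SD, set per screening campaign, cut at about 16% in these data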;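 note: IDE supplied by intact live HEK cells; FP after avidin binding of uncleaved biotin substrate so inhibition keeps polarization high; 0% = DMSO wells and 100% = 60 µM reference IDE inhibitor Ii1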
CHRM4 PAM – CHRM4 positive allosteric modulation | P08173 | CHO-K1 hM4/Gqi5, Fluo-8 calcium fluorescence, ACh EC20; 0% = ACh EC20, 100% = maximal ACh | activation, % at 3 µM | 360,000 tested, 0.4% active | AID 624126;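 active = activation above its plate's cutoff, the mean activation of sample wells plus 3 SD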; note: some results filed as inactive read as strong as hits
Target sequence (P08173 whole entry, looked up): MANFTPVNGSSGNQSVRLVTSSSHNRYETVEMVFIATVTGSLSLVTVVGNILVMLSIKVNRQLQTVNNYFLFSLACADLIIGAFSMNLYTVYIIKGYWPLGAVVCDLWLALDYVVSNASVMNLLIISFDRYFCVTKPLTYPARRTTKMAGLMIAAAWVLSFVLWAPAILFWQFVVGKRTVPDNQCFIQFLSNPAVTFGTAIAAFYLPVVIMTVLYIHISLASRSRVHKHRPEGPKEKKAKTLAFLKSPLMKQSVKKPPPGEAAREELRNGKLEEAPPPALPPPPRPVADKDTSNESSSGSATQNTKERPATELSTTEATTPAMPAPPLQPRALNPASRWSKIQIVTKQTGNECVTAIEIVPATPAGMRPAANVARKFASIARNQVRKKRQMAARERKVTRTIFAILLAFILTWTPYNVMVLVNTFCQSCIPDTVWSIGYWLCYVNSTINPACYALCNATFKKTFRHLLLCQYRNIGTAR
CRFR2-BP ag – agonists of human CRF-binding protein/CRF-R2 receptor complex; HEK293 CRF-R2/CRF-BP, calcium dye fluorescence (FLIPR); percent of saturating CRF peptide response; activation, % at 13.2 µM; 350,000 tested, 0.46% active; AID 588473;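 active = activation of at least 50%, plus an integration ratio under a set limit after plate pattern correction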;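 note: plate controls were neutral control wells without compound for no effect and CRF at EC100 for full effect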
CRFBP-R2 block – antagonists of CRF-binding protein/CRF-R2 receptor complex | 350,000 tested, 0.59% active | HEK293 CRF-R2/CRF-BP, CRF-induced calcium fluorescence | inhibition, % at 11.8 µM;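 active = inhibition of the ligand-induced calcium signal above about 50% at the single tested concentration, limit read from the data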
pCIP destab – compounds decreasing mouse p/CIP protein stability | AID 1984 | decrease of EGFP signal, % at 10 µM | 290,000 tested, 0.01% active | Q05BA5 | F442A p/CIP-EGFP cells, EGFP fluorescence, 16 h;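 active = EGFP signal decrease of at least 30% at 10 µM or well 3 SD below plate mean, unless failing retest; inactive = the rest, including hits failing retest or dose response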; note: some compounds called inactive have numbers as strong as hits; many of its hits are not listed in these tables
MEKK3 PB1 HTS – modulators (inhibitors or enhancers) of MEK5 binding to human MEKK3 PB1 domain; 290,000 tested, 1.4% active; Q99759; bead-based flow cytometry, Alexa488-MEK5 binding to MEKK3; actives lie on both sides; 0 = blocked by unlabeled MEK5, 100 = vehicle; binding response (% of control), % at 10 µM; AID 1529;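 active = binding response more than 3 SD above or below the average of its plate-row segment, actives on both sides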;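 note: Alexa488 bead fluorescence after subtracting the streptavidin-only scavenger bead signal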
PHOSPHO1 block – inhibitors of human PHOSPHO1 phosphatase; Q8TCT1; recombinant PHOSPHO1, absorbance phosphatase assay; inhibition, % at 13.3 µM; 290,000 tested, 1.1% active; AID 1565; in the data active = inhibition above about 60%
Target sequence (Q8TCT1 whole entry, looked up): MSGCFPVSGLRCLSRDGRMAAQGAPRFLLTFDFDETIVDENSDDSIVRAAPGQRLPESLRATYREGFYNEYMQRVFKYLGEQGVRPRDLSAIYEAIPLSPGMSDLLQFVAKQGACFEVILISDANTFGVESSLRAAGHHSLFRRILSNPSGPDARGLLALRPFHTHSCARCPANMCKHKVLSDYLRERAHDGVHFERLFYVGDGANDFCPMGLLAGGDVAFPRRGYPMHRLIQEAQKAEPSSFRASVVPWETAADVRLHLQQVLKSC
IDE act – boosts human insulin-degrading enzyme activity in HEK cells. P14735. FAbeta-B cleavage, fluorescence polarization; 0% vehicle, 100% cell-free pure enzyme wells. activation, % at 5.96 µM. 340,000 tested, 0.073% active;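 active = activation above the mean of all tested compounds plus 3 SD, set per screening campaign, cut at about 17% in these data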
* marks the source's active call; other numbers are inactive results.

Results for Cn1c(NC(=O)/C=C/c2ccco2)cc(=O)n(C)c1=O ?
GalR3 antagonist: -4; IDE cell inh: 2; CHRM4 PAM: 2; CRFR2-BP ag: 0.2; CRFBP-R2 block: 13; pCIP destab: 0; MEKK3 PB1 HTS: 106; PHOSPHO1 block: -6; IDE act: -2

How did CC(=O)Nc1ccc2c(c1)C(=O)N(c1cccc3ccccc13)C2=O do in these assays?
GalR3 antagonist: -2; IDE cell inh: -2; CHRM4 PAM: 3; CRFR2-BP ag: 1.7; CRFBP-R2 block: 3; pCIP destab: 0; MEKK3 PB1 HTS: 100; PHOSPHO1 block: 36; IDE act: -2

How did S=C(NCc1ccc(Cl)cc1)Nc1ccccc1Cl do in these assays?
GalR3 antagonist: -1; IDE cell inh: -2; CHRM4 PAM: -2; CRFR2-BP ag: -1.0; CRFBP-R2 block: -2; pCIP destab: 4; MEKK3 PB1 HTS: 107; PHOSPHO1 block: -4; IDE act: -1

What do the screens show for `CCN(CC)C(=O)c1[nH]cnc1C(=O)NCCCCCNC(=O)OC(C)(C)C`?
GalR3 antagonist: -3; IDE cell inh: -1; CHRM4 PAM: -3; CRFR2-BP ag: 1.1; CRFBP-R2 block: 4; IDE act: 2

What do the screens show for `O=C(CCCCN1CCCCC1)c1ccccc1`?
GalR3 antagonist: -2; IDE cell inh: 5; CHRM4 PAM: -21; CRFR2-BP ag: 0.0; CRFBP-R2 block: -9; IDE act: -5

What do the screens show for `Nc1nnc(SCC(=O)Nc2nccs2)s1`?
GalR3 antagonist: -8; IDE cell inh: 3; CHRM4 PAM: 1; CRFR2-BP ag: 1.1; CRFBP-R2 block: 0; pCIP destab: -4; MEKK3 PB1 HTS: 96; PHOSPHO1 block: 8; IDE act: 0

Results for Cc1ccc(N(Cc2cc3ccccc3[nH]c2=O)C(=O)c2ccco2)c(C)c1 ?
GalR3 antagonist: -7; IDE cell inh: 9; CHRM4 PAM: 12; CRFR2-BP ag: -1.4; CRFBP-R2 block: 1; pCIP destab: -3; MEKK3 PB1 HTS: 104; PHOSPHO1 block: -4; IDE act: 2

What do the screens show for `O=C(Nc1nnc(C2CCCO2)s1)c1ccc(Br)cc1` (stereo unspecified)?
GalR3 antagonist: -6; IDE cell inh: -1; CHRM4 PAM: 0; CRFR2-BP ag: -0.7; CRFBP-R2 block: 0; pCIP destab: 4; MEKK3 PB1 HTS: 102; PHOSPHO1 block: 4; IDE act: 1

How did Cc1ccc(-c2nc(Nc3cccc(O)c3)c3ccccc3n2)cc1 do in these assays?
GalR3 antagonist: -10; IDE cell inh: -3; CHRM4 PAM: -2; CRFR2-BP ag: 4.4; CRFBP-R2 block: -35; pCIP destab: -2; MEKK3 PB1 HTS: 107; PHOSPHO1 block: 20; IDE act: 5

How did O=C(O)c1ccc(-n2c(-c3cc(C4CC4)[nH]n3)n[nH]c2=S)cc1 do in these assays?
GalR3 antagonist: 3; IDE cell inh: -3; CHRM4 PAM: 6; CRFR2-BP ag: 0.6; CRFBP-R2 block: -2; pCIP destab: 3; MEKK3 PB1 HTS: 102; PHOSPHO1 block: 63*; IDE act: -3

2 records drawn at random from the list so far:
What do the screens show for `Nc1nnc(SCC(=O)Nc2nccs2)s1`?
GalR3 antagonist: -8; IDE cell inh: 3; CHRM4 PAM: 1; CRFR2-BP ag: 1.1; CRFBP-R2 block: 0; pCIP destab: -4; MEKK3 PB1 HTS: 96; PHOSPHO1 block: 8; IDE act: 0

How did S=C(NCc1ccc(Cl)cc1)Nc1ccccc1Cl do in these assays?
GalR3 antagonist: -1; IDE cell inh: -2; CHRM4 PAM: -2; CRFR2-BP ag: -1.0; CRFBP-R2 block: -2; pCIP destab: 4; MEKK3 PB1 HTS: 107; PHOSPHO1 block: -4; IDE act: -1

(list continues)
How did CC(C)CCNC(=O)c1ccc2c(SCC(=O)O)c3c(nc2c1)CCCC3 do in these assays?
GalR3 antagonist: -2; IDE cell inh: 5; CHRM4 PAM: 5; CRFR2-BP ag: -2.0; CRFBP-R2 block: 3; pCIP destab: 8; MEKK3 PB1 HTS: 98; PHOSPHO1 block: 2; IDE act: -6

How did COc1ccccc1CNC(=O)C1CCC(CNc2c(N3CCOCC3)c(=O)c2=O)CC1 (stereo unspecified) do in these assays?
GalR3 antagonist: 2; IDE cell inh: 0; CHRM4 PAM: -4; CRFR2-BP ag: 2.1; CRFBP-R2 block: 5; pCIP destab: -17; MEKK3 PB1 HTS: 103; PHOSPHO1 block: 2; IDE act: 0

What do the screens show for `COc1cc2c(cc1OC)C(NC(=O)C(F)(F)F)C/C2=N\O` (stereo unspecified)?
GalR3 antagonist: -4; IDE cell inh: -1; CHRM4 PAM: -2; CRFR2-BP ag: 0.9; CRFBP-R2 block: -4; pCIP destab: -4; MEKK3 PB1 HTS: 112; PHOSPHO1 block: 37; IDE act: 5

How did COc1ccc(N2CCN(C(=O)Cn3nnc(-c4ccccc4N)n3)CC2)cc1 do in these assays?
GalR3 antagonist: -2; IDE cell inh: 9; CHRM4 PAM: -1; CRFR2-BP ag: 0.5; CRFBP-R2 block: -17; pCIP destab: -6; MEKK3 PB1 HTS: 102; PHOSPHO1 block: -10; IDE act: -7

What do the screens show for `COc1ccc(-c2nnnn2C(C)C)cc1`?
GalR3 antagonist: 1; IDE cell inh: -1; CHRM4 PAM: -1; CRFR2-BP ag: -0.3; CRFBP-R2 block: 4; pCIP destab: 7; MEKK3 PB1 HTS: 102; PHOSPHO1 block: 11; IDE act: 10

How did CC(=O)Nc1ccc(NC(=O)C(C)OC(=O)c2ccccc2Sc2ccccc2C#N)cc1 (stereo unspecified) do in these assays?
GalR3 antagonist: 5; IDE cell inh: 2; CHRM4 PAM: -3; CRFR2-BP ag: 0.9; CRFBP-R2 block: 16; pCIP destab: 4; MEKK3 PB1 HTS: 105; PHOSPHO1 block: 0; IDE act: -2

Results for O=C(CC(c1ccccc1)c1ccccc1)Nc1ccncc1 ?
GalR3 antagonist: -6; IDE cell inh: -1; CHRM4 PAM: -4; CRFR2-BP ag: -0.9; CRFBP-R2 block: -4; pCIP destab: -4; MEKK3 PB1 HTS: 96; PHOSPHO1 block: 25; IDE act: -4

How did O=C1N(Cc2cccnc2)C[C@@H]2C[C@@H](c3ccc4nsnc4c3)N3CCC[C@@]123 do in these assays?
GalR3 antagonist: -2; IDE cell inh: 5; CHRM4 PAM: 4; CRFR2-BP ag: -0.5; CRFBP-R2 block: -1; pCIP destab: -7; MEKK3 PB1 HTS: 104; PHOSPHO1 block: 32; IDE act: -3

What do the screens show for `CC(=O)N1CCN(C(=S)NCc2ccccc2)CC1`?
GalR3 antagonist: -4; IDE cell inh: -4; CHRM4 PAM: 2; CRFR2-BP ag: 0.3; CRFBP-R2 block: 19; pCIP destab: -5; MEKK3 PB1 HTS: 88; PHOSPHO1 block: 3; IDE act: -1

Results for Cc1ccc(S(=O)(=O)NC(=O)c2ccccc2F)cc1 ?
GalR3 antagonist: 0; IDE cell inh: 0; CHRM4 PAM: 2; CRFR2-BP ag: -0.2; CRFBP-R2 block: -4; pCIP destab: 2; MEKK3 PB1 HTS: 107; PHOSPHO1 block: 33; IDE act: -2

How did Cc1[nH]nc2c1C(c1ccc(N(C)C)cc1)C1=C(CC(C)(C)CC1=O)N2 (stereo unspecified) do in these assays?
GalR3 antagonist: -1; IDE cell inh: 4; CHRM4 PAM: -8; CRFR2-BP ag: 2.0; CRFBP-R2 block: -30; pCIP destab: -4; MEKK3 PB1 HTS: 88; PHOSPHO1 block: -18; IDE act: 2

How did Cc1ccc(C)c(-n2cc(-c3ccc(Cl)cc3)nc2SCC(=O)NC2CCS(=O)(=O)C2)c1 (stereo unspecified) do in these assays?
GalR3 antagonist: -5; IDE cell inh: 1; CHRM4 PAM: -7; CRFR2-BP ag: 2.1; CRFBP-R2 block: -17; pCIP destab: 3; MEKK3 PB1 HTS: 97; PHOSPHO1 block: -14; IDE act: -2

What do the screens show for `COc1cccc(C(=O)Nc2sc(C(C)C)cc2C(N)=O)c1OC`?
GalR3 antagonist: -3; IDE cell inh: 7; CHRM4 PAM: -9; CRFR2-BP ag: 0.0; CRFBP-R2 block: -20; pCIP destab: 8; MEKK3 PB1 HTS: 101; PHOSPHO1 block: -10; IDE act: 0

How did CC1=C(C(=O)OCC2CCCCC2)C(c2ccc(O)cc2)NC(=O)N1 (stereo unspecified) do in these assays?
GalR3 antagonist: -7; IDE cell inh: 8; CHRM4 PAM: 4; CRFR2-BP ag: 0.2; CRFBP-R2 block: -2; pCIP destab: 2; MEKK3 PB1 HTS: 106; IDE act: -14

What do the screens show for `CCc1nc(SCc2cccnc2)[nH]c(=O)c1C`?
GalR3 antagonist: -2; IDE cell inh: 2; CHRM4 PAM: 4; CRFR2-BP ag: -1.5; CRFBP-R2 block: 1; pCIP destab: -13; MEKK3 PB1 HTS: 98; PHOSPHO1 block: -6; IDE act: -1

How did COc1ccc(CN2CC(C(=O)NCCCOC(C)C)CC2=O)cc1 (stereo unspecified) do in these assays?
GalR3 antagonist: -3; IDE cell inh: 0; CHRM4 PAM: 4; CRFR2-BP ag: 3.1; CRFBP-R2 block: -11; pCIP destab: -9; MEKK3 PB1 HTS: 103; PHOSPHO1 block: -25; IDE act: 0

How did CC(=O)Nc1ccc(OCC(=O)N(CC(C)C)C2CCS(=O)(=O)C2)cc1 (stereo unspecified) do in these assays?
GalR3 antagonist: -4; IDE cell inh: 4; CHRM4 PAM: 8; CRFR2-BP ag: 0.1; CRFBP-R2 block: 14; pCIP destab: 9; MEKK3 PB1 HTS: 83; PHOSPHO1 block: -10; IDE act: 3

How did CCc1nc(-c2ccc(C)nc2OC)no1 do in these assays?
GalR3 antagonist: -2; IDE cell inh: 2; CHRM4 PAM: 7; CRFR2-BP ag: 1.6; CRFBP-R2 block: -24; pCIP destab: -1; MEKK3 PB1 HTS: 103; PHOSPHO1 block: 1; IDE act: 3

How did O=C(CCNC(=O)c1ccco1)Nc1nc(-c2ccccc2)cs1 do in these assays?
GalR3 antagonist: -7; IDE cell inh: 7; CHRM4 PAM: -4; CRFR2-BP ag: -0.7; CRFBP-R2 block: -3

Results for COc1ccc2[nH]c3c(c2c1)CCN1C(=O)C(CC(=O)NCCN2CCOCC2)C[C@H](C(=O)N(C(C)C)C(C)C)[C@@]31C (stereo partly specified) ?
GalR3 antagonist: -6; CHRM4 PAM: -2; CRFR2-BP ag: -3.1; CRFBP-R2 block: 0; IDE act: 5

Results for Cc1ccc(OCCC(=O)OCC(=O)c2c(N)n(CC(C)C)c(=O)n(C)c2=O)cc1 ?
GalR3 antagonist: -8; IDE cell inh: -1; CHRM4 PAM: -10; CRFR2-BP ag: 0.3; CRFBP-R2 block: -5; IDE act: -4

What do the screens show for `COc1ccc(N(C(=O)Cn2nnc(-c3ccc(Cl)cc3)n2)C(C(=O)NCC2CCCO2)c2ccncc2)cc1` (stereo unspecified)?
GalR3 antagonist: -4; IDE cell inh: -4; CHRM4 PAM: -2; CRFR2-BP ag: 0.7; CRFBP-R2 block: 5; pCIP destab: -6; MEKK3 PB1 HTS: 96; PHOSPHO1 block: -28; IDE act: 3

What do the screens show for `CC1CCN(c2c(NCC3CCC(C(=O)NCc4ccc(F)cc4)CC3)c(=O)c2=O)CC1` (stereo unspecified)?
GalR3 antagonist: 7; IDE cell inh: 2; CHRM4 PAM: -4; CRFR2-BP ag: 2.4; CRFBP-R2 block: 9; pCIP destab: 6; MEKK3 PB1 HTS: 96; PHOSPHO1 block: 27; IDE act: 6

Rows are unselected. Share with any hit: about 4.2%.
